aSyn yeast rescue – inhibitors of alpha-synuclein toxicity in yeast; S. cerevisiae alpha-synuclein toxicity rescue, BacTiter-Glo growth, 24 h; Potency, µM (top dose mostly 46.1 µM), for inactives: at the top dose growth rescue (activation), most hits filed as activators; actives 0.02% (n = 94,000); active = well fitted activation curve with a large enough effect; inconclusive = small, poorly fitted or top-dose-only effect; also: 0% is about no effect
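Growth restoration measured by BacTiter-Glo luminescence after 24 hr at 30 deg C; alpha-synuclein yeast, raffinose-pregrown to mid-log, were added at OD600=0.02 in galactose medium onto pinned compounds.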
* marks the source's active call; other numbers are inactive results; ? = inconclusive; [ ] = remark or other dose. Potency is read from the fitted curve at half-maximal effect. Not all compounds are listed. The share of hits here may be higher or lower than overall.

Molecule,aSyn yeast rescue
O=C1N/C(=N/N=C/c2ccccc2O)SC1Cc1ccc(F)cc1 (stereo unspecified),7.2%
CCc1ccc(C2=C(C)C(N3CCC(C(=O)NCc4ccccc4)CC3)=NS2(=O)=O)cc1,7.0%
COc1cc([N+](=O)[O-])ccc1NC(=O)N1CCN(c2cc(-c3noc(C)n3)ccc2C)CC1,1.4%
CCc1cccc(NC(=O)c2coc(=O)c3ccccc23)c1,3.8%
COc1ccccc1N(CC(=O)Nc1ccccc1C(=O)N1CCOCC1)S(C)(=O)=O,8.9%
O=C(CSc1cccc[n+]1[O-])c1cc(Cl)ccc1Cl,14.2%
COc1ccc([C@H]2C[C@@H](n3cc(COC(=O)c4ccccc4)nn3)[C@H](O)CN2C(=O)c2cccs2)cc1,-4.4%
COc1ccc(CCNC(=O)CN(c2cc([N+](=O)[O-])ccc2OC)S(C)(=O)=O)cc1OC,4.1%
O=C(O)c1cccc(Nc2ncnc3sccc23)c1,-2.5%
Fc1ccc(-c2noc3ncnc(N4CCCCC4)c23)cc1,-29.7%
CCS(=O)(=O)c1nc(S(=O)(=O)c2ccc(Cl)cc2)c(NCc2ccc(Cl)cc2)s1,3.7%
CC(C)OC(=O)N(C)C[C@H]1OCc2cnnn2CCCC(=O)N([C@@H](C)CO)C[C@H]1C,-18.1%
CC(C(=O)N(C)Cc1ccccc1)N1CCN(C/C=C/c2ccccc2)CC1 (stereo unspecified),4.6%
CCCCn1c(N)c(N(CCC(C)C)C(=O)C2CC(=O)N(CCc3ccc(OC)c(OC)c3)C2)c(=O)[nH]c1=O (stereo unspecified),2.0%
O=C(Nc1cccc([N+](=O)[O-])c1)C1CC(=O)N(C2CCCCC2)C1 (stereo unspecified),10.4%
CCc1ccc(S(=O)(=O)c2nnn3c2nc(N(CC)Cc2ccccc2)c2cc(Cl)ccc23)cc1,-9.7%
Cc1cccc(Cn2nc(C)n3c(cc4cc(C)ccc43)c2=O)c1,6.0%
CCN(CC)CCCNC(=O)c1cc(Cl)c(NC(=O)C2=C(C)OCCS2)cc1OC,11.3%
Cc1ccc2oc(C(=O)Nc3sc4c(c3C(=O)NCc3ccccc3)CCCC4)cc(=O)c2c1,-1.9%
O=C(O)c1ccc(S(=O)(=O)c2ccc3c(c2)C(=O)N(c2ccc(O)cc2)C3=O)cc1,-2.1%
Cc1cccc(NC(=O)CSc2nc(C)c(Cc3ccccc3)c(=O)[nH]2)c1C,-0.4%
CCC(CC)C(=O)Nc1cccc(-c2nc3ccccc3s2)c1,-28.2%
COc1ccc(Nc2nc3ccc(Cl)cc3n3nnnc23)cc1OC,-2.2%
Cc1ccc(C)c(N2CCN(Cc3nnc(-c4ccccc4)o3)CC2)c1,5.0%
CCOc1ccc2oc(=O)cc(CN3CCN(c4ccccc4)CC3)c2c1,8.4%
NS(=O)(=O)c1cccc(NC(=O)COC(=O)CCSc2ccccc2)c1,-3.8%
CC(C(=O)Nc1ccccc1C(=O)N1CCOCC1)N(c1ccc(Cl)cc1)S(C)(=O)=O (stereo unspecified),-9.4%
COc1cc2c(cc1OC)CN(C(=O)Cc1c(F)cccc1Cl)CC2,5.8%
Cc1ccc2nc3c(c(C(=O)OCC(=O)NC4CCS(=O)(=O)C4)c2c1)CCCC3 (stereo unspecified),4.2%
COc1ccc(Cn2c(-c3ccccc3C)nc3c(c(=O)c4ccccc4n3C)c2=O)cc1,9.1%
Cc1ccc(N2CC(c3nnc(NC(=O)c4ccco4)s3)CC2=O)cc1Cl (stereo unspecified),-8.0%
Cc1ccc(C(=O)N[C@H](C(=O)OCC(=O)Nc2cccc(S(N)(=O)=O)c2)C(C)C)cc1,-0.8%
COc1cc2c(cc1OC)C(c1cc(Br)ccc1F)N(C(=O)CCl)CC2 (stereo unspecified),8.9%
O=c1[nH]c(C2CCCN(S(=O)(=O)c3ccccc3)C2)nc2c1nnn2Cc1ccc(OC(F)(F)F)cc1 (stereo unspecified),-1.7%
O=C(Cc1ccc(Br)cc1)NC1CCSC1=O (stereo unspecified),-0.3%
CCOC(=O)c1ccc(N2C(=O)c3n[nH]c(C)c3C2c2cccc(Br)c2)cc1 (stereo unspecified),-3.8%
COc1ccc2cc(C3CC(c4ccco4)=NN3S(C)(=O)=O)c(Cl)nc2c1 (stereo unspecified),9.3%
CN1C(=O)N(C)C2(c3ccccc3)NNC(N)=NC12c1ccccc1 (stereo unspecified),-9.0%
CC(=O)N(CCc1ccccc1)c1ccc2c(c1)C1CC2CCN1C(=O)OCc1ccccc1 (stereo unspecified),-4.6%
CCCCCCN1C[C@H](n2cc(-c3ccc(F)cc3)nn2)[C@@H](O)C[C@@H]1c1ccc(OC)cc1,5.0%
CC1CC(NC(=O)CCn2c(=O)oc3ccccc32)CC(C)(C)C1 (stereo unspecified),4.4%
Cc1ccc2c(CNCC(C)c3ccccc3)c(C(=O)O)n(Cc3ccccc3C)c2c1 (stereo unspecified),3.4%
COc1ccc(Nc2cc(C)c3ccc(O)cc3n2)cc1,-4.8%
CCOC(=O)c1cccc(NC(=O)CCn2nc(C)c3c(C)n(-c4ccccc4)nc3c2=O)c1,6.6%
COC(=O)N/N=C/c1cn(Cc2ccc(F)cc2)c2ccccc12,8.6%
CCCCOc1ccc(C(=O)OCC(=O)N2CCOCC2)cc1,-3.0%
Cc1ccc(S(=O)(=O)N(Cc2cc3ccccc3[nH]c2=O)CC2CCCO2)cc1 (stereo unspecified),-35.6%[inhibitor]
Cc1ccc(Cl)cc1NC(=O)c1oc2ccc(S(=O)(=O)N(C)C3CCCCC3)cc2c1C,-0.2%
C/C(=N\Nc1nncc2ccccc12)c1cccc(OC(F)F)c1,-24.0%
Cc1ccn2c(Nc3ccccc3C)c(-c3ccccn3)nc2c1,8.0%

Four consecutive records out of the list so far, for reference:
Molecule,aSyn yeast rescue
O=C1N/C(=N/N=C/c2ccccc2O)SC1Cc1ccc(F)cc1 (stereo unspecified),7.2%
CCc1ccc(C2=C(C)C(N3CCC(C(=O)NCc4ccccc4)CC3)=NS2(=O)=O)cc1,7.0%
COc1cc([N+](=O)[O-])ccc1NC(=O)N1CCN(c2cc(-c3noc(C)n3)ccc2C)CC1,1.4%
CCc1cccc(NC(=O)c2coc(=O)c3ccccc23)c1,3.8%

(further entries)
Molecule,aSyn yeast rescue
Cc1ccn2cc(CNS(=O)(=O)c3ccc4c(c3)OCCO4)nc2c1,3.7%
CCOc1ccccc1NC(=O)CC1C(=O)NCCN1C(=O)c1ccc(F)cc1 (stereo unspecified),0.2%
NC(=O)CSc1nc2ccc(NC(=O)COc3ccccc3)cc2s1,-3.1%
CCc1ccc(Nc2nc3c(S(=O)(=O)c4ccc(C)cc4)nnn3c3ccsc23)cc1,6.0%
CCCCN(CC)CCNC(=O)Cn1c(=O)c2cccn2c2cccnc21,2.8%
Cc1ccc([N+](=O)[O-])cc1S(=O)(=O)N1CCC(C)CC1,15.8%
COc1ccc(CNC(=O)c2cc3cccc4c3n2CC(C)S4)c(OC)c1 (stereo unspecified),4.2%
COc1cccc(N2CCN(C(=O)c3cc4c(=O)n(Cc5ccccc5)ccc4nc3C)CC2)c1,4.2%
N#CC1=C(N)NC(SCc2ccc(Br)cc2)=C(C#N)C12CCCCC2,-13.0%
O=C(C1CCC(CNS(=O)(=O)c2ccc(Br)s2)CC1)N1CCN(c2ccc(F)cc2)CC1 (stereo unspecified),-13.0%
COc1ccc(OCc2nnc(SCC(=O)Nc3cccc(Cl)c3)o2)cc1,9.6%
C[C@H](CO)N1C[C@H](C)[C@@H](CN(C)S(=O)(=O)c2ccc(-n3cccn3)cc2)OCc2cnnn2CCCC1=O,0.6%
O=C(COC(=O)c1ccccc1NCCO)NCc1cccs1,2.6%
CCc1ccc(-n2nc(C)c3c(C)cc(=O)n(CC(=O)Nc4ccc(C)c(F)c4)c32)cc1,-15.4%
COc1ccc(/C=C(\C#N)C(=O)Nc2cccc3ncccc23)cc1OC,4.2%
Cc1cccc(N2CCN(C(=O)CN3C(=O)C4CC=CCC4C3=O)CC2)c1C (stereo unspecified),-30.8%[inhibitor]
Cc1ccc2nc(N(Cc3cccnc3)C(=O)CCOc3ccccc3)sc2c1,12.7%
Cc1ccc(Nc2c(-c3ccncc3)nc3ccc(C)cn23)cc1,6.3%
CCOC(=O)c1cccc(NC(=O)Cn2cnc3nc4c(cc3c2=O)CCCC4)c1,5.3%
COc1ccccc1NS(=O)(=O)c1cc(C(=O)NCC(C)(C)N2CCOCC2)ccc1C,3.5%
O=S(=O)(c1ccc(N2CCN(S(=O)(=O)c3ccccc3)CC2)nc1)N1CCCC1,2.0%
O=C(CN1CCN(C(=O)C2COc3ccccc3O2)CC1)Nc1ccc(F)cc1 (stereo unspecified),?
CC(C)CCOc1ccc(C(=O)NN2C(=O)NC3(CCCCC3)C2=O)cc1,13.8%
CC1=C(/C=C/C(C)=N\NC(=O)c2ccncc2)C(C)(C)CCC1,-7.6%
CCOC(=O)N1CCN(S(=O)(=O)N2CCCC(C(=O)NCc3ccc(C)cc3)C2)CC1 (stereo unspecified),5.8%
COC(=O)Nc1ccc(S(=O)(=O)N2CCCC(C(=O)NC3CCS(=O)(=O)C3)C2)cc1 (stereo unspecified),0.0%
COCCNC(=O)c1[nH]c2cc(C)ccc2c1Sc1ccc(Cl)cc1,7.9%
COc1ccc(C(=O)Nc2nnc(S(=O)(=O)N(CC(C)C)c3ccccc3)s2)cc1,-12.2%
CC1(c2ccc(OC(F)F)cc2)NC(=O)N(CC(=O)Nc2ccc(N3CCCCC3)cc2)C1=O (stereo unspecified),-3.1%
COc1ccc(OC)c(S(=O)(=O)N2CCC(C(=O)NC3CC3)CC2)c1,-10.3%
CCCCN(C(=O)c1cc(S(=O)(=O)N2CCOCC2)ccc1N1CCOCC1)c1ccccc1,-8.6%
CN(Cc1ccccc1)C(=O)c1ncn2c1C(=O)N(C)CC2,-7.4%
Cc1ccc(Cl)cc1NC(=O)CN(C)S(=O)(=O)c1ccc2c(c1)n(C)c(=O)c(=O)n2C,-5.4%
COc1ccc(Cn2c(=O)c3oc4ccccc4c3n(Cc3ccccc3)c2=O)cc1,-1.9%
O=C(COC(=O)c1cc(S(=O)(=O)N2CCOCC2)ccc1O)Nc1cc(S(=O)(=O)N2CCCC2)ccc1Cl,-44.0%[inhibitor]
CCOc1ccc(NC(=O)C2CCCN(c3nn4cc(-c5ccc(OC)cc5)nc4s3)C2)cc1 (stereo unspecified),-7.2%
COc1ccc(Cn2cnc3c(N)c(C)c(C)cc32)cc1,-10.1%
Cc1ccccc1OCC(=O)NCC(c1ccc(Cl)cc1)N1CCOCC1 (stereo unspecified),1.4%
Cc1cc(SCC(=O)Nc2ccc(Cl)cc2)nc2ccccc12,5.0%
O=C(Nc1cccc(Cl)c1)C1CCCN(c2nn3cc(-c4ccc(F)cc4)nc3s2)C1 (stereo unspecified),6.1%
O=C(c1ccc2c(c1)N(Cc1cccc(Cl)c1)C(=O)c1ccccc1S2(=O)=O)N1CCN(c2cccc(C(F)(F)F)c2)CC1,-1.4%
Cc1cccc(NC(=O)CCSc2ccccn2)c1,6.4%
Cc1nc(SCC(=O)NCC2CCCO2)[nH]c(=O)c1C (stereo unspecified),10.2%
CCN(CC)CCNC(=O)c1c(C)oc2ncn(C)c(=O)c12,-4.8%
O=C1N/C(=N/N=C/c2ccc(O)cc2)SC1Cc1ccccc1 (stereo unspecified),1.3%
CCOc1ccc(NC(=O)Nc2cccc(C(=O)O)c2)cc1,-16.1%
COc1ccc(CNC(=O)c2cc3c(=O)n(C)c4ccccc4c3n2C)cc1,-0.1%
COc1ccc2cc(CNc3ccc(C)cc3)c(=O)n(CC(=O)Nc3ccc(OC)c(Cl)c3)c2c1,16.5%
Cc1ccc(Cn2cnc3nc4c(cc3c2=O)CCCC4)cc1,4.1%
COc1cn(CC(=O)Nc2ccc(C)cc2)c(CN2CCCCC2)cc1=O,1.9%

Next section.
Molecule,aSyn yeast rescue
CC1CCCC(C)N1S(=O)(=O)c1ccc(NC(=O)CNC2CCCC2)cc1 (stereo unspecified),1.0%
Cc1c(NC(=O)c2cn3ccccc3n2)cccc1-n1cnnn1,-1.6%
CNC(=S)N(Cc1ccc(OC)cc1)Cc1cc2cc(C)ccc2[nH]c1=O,-1.3%
CCCCn1c(N)c(N(CCOC)C(=O)c2cc(C)oc2C)c(=O)[nH]c1=O,-1.1%
CCC(=O)N1CCc2cc(Br)cc(S(=O)(=O)CCC(=O)N3CCN(c4ccc(F)cc4)CC3)c21,-3.8%
O=C(Nc1ccccc1)c1cc([N+](=O)[O-])ccc1NC1CCCCC1,6.6%
CCOc1ccc(Nc2nc(Cl)nc(NCCO)n2)cc1,-10.8%
COc1ccc(NC(=O)CC2C(=O)N(C)C(=S)N2CCc2ccccc2F)cc1 (stereo unspecified),13.0%
CCOc1ccc(-c2cc3c(=O)n(CC(=O)NCc4ccc(OC)cc4)ccn3n2)cc1,-0.2%
Cc1ccc(C)c(N2CCN(C(=O)CCn3c(=O)c4cccn4c4cccnc43)CC2)c1,?
CCOC(=O)c1c(N)n(-c2cccc(OC)c2)c2nc3ccccc3nc12,-10.1%
CCOC(=O)c1cccc(NC(=O)c2cc(CN3CCOCC3)on2)c1,2.6%
CCOc1ccc(-n2c(=O)c3c(C)c(C)sc3n(CC(=O)C(C)(C)C)c2=O)cc1,-0.8%

Screening data from PubChem.
